# LGR2 antag = inhibitors of bursicon-induced LGR2 CRE-luciferase signal, primary screen, cell-based, HEK293, CRE-luciferase reporter, bursicon stimulation | Drosophila bursicon receptor LGR2 (rickets) | bursicon-stimulated, 4 h | inhibition, % at 9.99 µM | 0.35% of 380,000 active;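 active means drop in luminescence signal, shown as inhibition above about 50% in the replicate tests, limit read from the data, passing the limit was not always enough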;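 further: agonist challenge used bursicon conditioned medium at about half maximal strength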
# miR122 inh = miR-122 Renilla sensor signal increase in Huh7, primary screen, miR-122 inhibitor project, cell-based, single point, plate reader; Huh7 miR-122 Renilla luciferase sensor, 48 h; neutral wells = 0, positive control = 100; activation (reporter increase), % at 12.5 µM; 0.3% of 340,000 active;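 active means mean replicate activation score at least 90 and every replicate individually at or above 90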;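 further: higher luciferase means less miR-122 activity so hits act as miR-122 inhibitors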
# PGC1a acetyl inh = inhibitors of PGC1a acetylation signal, primary screen, cell-based, U2OS, AlphaScreen, inhibitor mode; AlphaScreen anti-acetyl-lysine; with virally co-expressed GCN5 acetyltransferase; inhibition, % at 15.6 µM; 0.17% of 350,000 active;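 active means every replicate shows inhibition of at least 40%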;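 further: 0% = neutral control wells and 100% = positive control wells; some results beyond the cut were filed as inactive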
# PAX8 reporter = inhibitors of PAX8-driven TPO luciferase reporter, primary screen, RMG-I cells, single concentration | inhibition, % at 12.6 µM | 1.2% of 360,000 active | SteadyGlo, 24 h;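 active means mean replicate inhibition at least 60% with every replicate also reaching 60%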;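 further: luciferase light reporting Pax8 driven TPO promoter activity; plate controls were median of neutral control wells for no effect and mitoxantrone controls for full effect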
# FN deposition inh = inhibitors of fibronectin matrix deposition, primary screen, AH1F cells, Alexa488-fibronectin fluorescence, plate reader. inhibition, % at 12.6 µM. 0.086% of 350,000 active. AH1F fibroblasts, overnight;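 active means mean inhibition across replicates of 30% or more, regardless of how many single replicates reach that level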;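 further: positive control wells lacked labelled fibronectin entirely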
#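 Material: AH1F fibroblast monolayer depositing Alexa488-labelled fibronectin into matrix | Input: 10000 AH1F cells/well | Medium: DMEM plus 2% serum, read in PBS | Reagent: Alexa488-fibronectin, 24 nM final in well | Compound dosing: One dose per compound, pinned | Schedule: 1 h adhesion, overnight exposure | Measured by: Fluorescence at 485 nm excitation, 525 nm emission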
# Casp6 inh = human caspase-6 inhibitors, primary screen, biochemical, VEID-R110 fluorescence, single point, set 2; purified caspase-6, Z-VEID-R110 cleavage fluorescence; inhibition, % at 12.5 µM; P55212; 0.53% of 350,000 active;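 active means mean inhibition across replicates at least about 35%, with every replicate also reaching that limit, limit read from the data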;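 further: 0% = median of neutral control wells and 100% = no fluorescence left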
# Target sequence (P55212 24-179 limits assumed): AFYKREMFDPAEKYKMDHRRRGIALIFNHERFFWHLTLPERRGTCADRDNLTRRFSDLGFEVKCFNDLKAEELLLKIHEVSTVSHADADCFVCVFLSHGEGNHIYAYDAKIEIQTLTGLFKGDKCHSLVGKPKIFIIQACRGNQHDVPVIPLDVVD
# Target sequence (P55212 194-293 limits assumed): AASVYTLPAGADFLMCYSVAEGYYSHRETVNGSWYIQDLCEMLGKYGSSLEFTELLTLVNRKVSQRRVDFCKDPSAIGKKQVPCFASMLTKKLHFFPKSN
# Cneo AK release = Cryptococcus neoformans cell lysis inducers, primary screen, AK release luminescence, single concentration; C. neoformans lysis, adenylate kinase release luminescence, 4 h; normalised: neutral wells 0, clomiphene wells 100; lysis activity, % at 15 µM; 0.2% of 360,000 active; AID 651654, 2012;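 active means mean lysis activity across replicates of at least 80%, whatever share of replicates individually reach that level; inactive means mean lysis activity below 80%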
#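 Test system: log-phase Cryptococcus neoformans yeast cells. Input: 5 × 10^6 yeast cells/mL. Medium: fresh YPD growth medium. Doses: single dose. Incubation: static 4 h at 37 °C with compound, 1 h detection. Measured by: luminescent adenylate kinase detection reagent. Read-out: signal increase indicating cell lysis. Benchmarks: Clomiphene.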
# EWS-Fli block = EWS/Fli-driven NR0B1 reporter inhibitors, primary screen, A673 cells, NR0B1 luciferase, luminescence, MLPCN library; viability-normalised; inhibition, % at 12.6 µM; 0.67% of 350,000 active; AID 651661, 2012;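 active means mean inhibition of at least 50% after viability correction, with every replicate also passing that limit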;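 further: firefly luciferase signal divided by Alamar Blue viability fluorescence both relative to DMSO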
# Active calls of the source: *; nt = not tested or not shown; [ ] = dose if it differs, or a comment.
# The first 2 entries (preview)
mol	LGR2 antag	miR122 inh	PGC1a acetyl inh	PAX8 reporter	FN deposition inh	Casp6 inh	Cneo AK release	EWS-Fli block
CCN(CC)S(=O)(=O)c1cc(NS(=O)(=O)c2cccc(Cl)c2)ccc1C	4	254*	nt	34	0	7	1	6
C(=N\Nc1nc(Nc2ccccc2)nc(N2CCCCC2)n1)/c1ccco1	9	nt	nt	-25	-5	4	nt	5

# Main list, repeating the preview:
mol	LGR2 antag	miR122 inh	PGC1a acetyl inh	PAX8 reporter	FN deposition inh	Casp6 inh	Cneo AK release	EWS-Fli block
CCN(CC)S(=O)(=O)c1cc(NS(=O)(=O)c2cccc(Cl)c2)ccc1C	4	254*	nt	34	0	7	1	6
C(=N\Nc1nc(Nc2ccccc2)nc(N2CCCCC2)n1)/c1ccco1	9	nt	nt	-25	-5	4	nt	5
COc1ccc(C)c(S(=O)(=O)Nc2ccc(OCC(=O)O)cc2)c1	-15	nt	4	-2	-12	-1	0	2
COc1cccc(S(=O)(=O)N2CCCCN3[C@H](C2)[C@@H](c2ccc(C#CCC(C)C)cc2)[C@@H]3CO)c1	3	2[16.7 µM]	-15	19	2	1	-1	2
O=C(C[C@H]1CC[C@H]2[C@@H](COC[C@H](O)CN2CC2CCOCC2)O1)NCC1CC1	-2	1[16.7 µM]	4	-4	5	0	-1	-4
COc1ccccc1C(=O)Nc1ccc2c(c1)OC[C@@H](C)N(C)C[C@H](C)[C@H](OC)CN(C)C2=O	-2	5[16.7 µM]	0	8	-6	-3	1	7
O=C(CCN1CCCCC1)NCC[C@@H]1CC[C@@H](NC(=O)C2CCC2)[C@H](CO)O1	3	6[16.7 µM]	-3	-19	nt	3	6	4
CCOC(=O)CC(=O)CSc1nc2c(sc(=S)n2-c2ccc(OCC)cc2)c(=O)[nH]1	22	-3	11	46	0	1	-12	-4
COC(=O)C1=C(C(=O)OC)[C@@H]2Nc3ccccc3[C@@]23C[C@@H](C(=O)OC)N(C(=O)COCc2ccccc2)C3=N1	9	nt	nt	13	-14	0	0	3
COc1ccc(S(=O)(=O)NCC2CCCN(C(=O)CCC(F)(F)F)C2)cc1 (centres undefined)	12	26	-4	8	-6	1	-2	16
COc1cccc(C2C(C(=O)c3cccs3)=C(O)C(=O)N2CCN2CCOCC2)c1 (centres undefined)	-4	2	-5	-7	-2	0	1	4
N#Cc1ccc(OCC(O)CS(=O)(=O)c2ccc(F)cc2)cc1 (centres undefined)	nt	-19	nt	-14	-6	0	0	18
C[C@H](CO)N1C[C@H](C)[C@@H](CN(C)S(=O)(=O)c2ccc(F)cc2)Oc2ccc(NC(=O)CCCCCC(=O)Nc3ccccc3N)cc2C1=O	41	nt	-2	-5	-7	-1	nt	0
COc1ccc(NC(=O)[C@@H]2CCCN2C(=O)c2cccs2)cc1S(=O)(=O)N1CCCCC1	-5	-18	2	-5	3	3	-2	1
COc1ccc(CN(C)C[C@@H]2Oc3ccc(NC(=O)NC(C)C)cc3C(=O)N([C@H](C)CO)C[C@H]2C)cc1	6	1[16.7 µM]	2	2	nt	1	0	nt
CC1CCN(C(=O)CCCC(=O)N2CCC(C)CC2)CC1	-9	nt	nt	-16	nt	0	2	1
C[C@@H]1CN([C@H](C)CO)S(=O)(=O)c2ccc(-c3cncnc3)cc2O[C@H]1CN(C)C(=O)Cc1ccncc1	1	-3[16.7 µM]	12	2	nt	-1	-2	-7
C[C@@H]1CCCCO[C@@H](CN(C)Cc2ccc(Cl)c(Cl)c2)[C@@H](C)CN([C@H](C)CO)C(=O)c2cc(NS(=O)(=O)c3cccs3)ccc2O1	-6	-5[16.7 µM]	12	-20	-4	-2	-3	-6
N#Cc1c(N2CCN(c3ccc([N+](=O)[O-])cc3)CC2)[n+](=O)c2ccc(Cl)cc2n1[O-]	-5	nt	nt	24	-2	-3	nt	5
C[C@H]1CN([C@@H](C)CO)C(=O)Cc2cc(NC(=O)Nc3cccc4ccccc34)ccc2O[C@H]1CN(C)S(=O)(=O)c1cccs1	1	22[16.7 µM]	-5	37	nt	nt	101*	-5
COc1ccccc1CCn1cnc(-c2ccccc2OC)c1CC(C)C	40	nt	nt	-5	6	2	nt	11
O=S(=O)(NCCCc1ccccc1)c1ccc(F)c(F)c1	-15	2	6	-3	-4	5	-3	10
Nc1c(Cl)ncnc1NCc1cccnc1	11	-1	-6	-11	-7	10	4	0
CN1CCC(N(C)C(=S)Nc2ccc(F)cc2)CC1	-2	21	nt	16	2	-4	3	-11
Cc1nc(Sc2nnnn2-c2ccccc2)c(C#N)c(C)c1C	8	18	8	12	-9	-3	1	-3
COc1ccc(NC(=O)C2CCN(S(=O)(=O)c3cccc4nonc34)CC2)cc1OC	-9	-8	-4	-20	3	-1	5	6
Cc1nc2c(C(=O)O)cnn2c(C)c1Cc1ccccc1F	-28	-5	-6	nt	-4	3	2	nt
COc1ccc(NC(=O)Nc2ccc3c(c2)CC(=O)N([C@H](C)CO)C[C@@H](C)[C@H](CN(C)C(=O)Nc2ccc4c(c2)OCO4)O3)cc1	-1	-7[16.7 µM]	-2	-20	nt	nt	3	-6
O=C([C@H]1O[C@@H](n2ccc(=O)[nH]c2=O)[C@H](O)[C@@H]1O)N1CCC(F)(F)CC1	-1	-2	-5	-15	-4	-3	1	-4
CC(=O)Nc1ccc(NC(=O)CN(c2cccc([N+](=O)[O-])c2)S(C)(=O)=O)cc1	14	nt	-455	-7	-7	1	nt	32
C[C@@H](NC(=O)[C@@H]1[C@@H](CO)[C@@H]2Cn3c(cccc3=O)[C@H]1N2Cc1ccncc1)c1ccccc1	3	-7[16.7 µM]	-5	-10	nt	nt	nt	0
CCC(=O)N1CCc2cc(-c3csc(NC(=O)c4ccco4)n3)ccc21	-19	nt	nt	-114	5	-4	2	-76
COCc1nnc(NC(=O)c2ccc(OC)cc2OC)s1	-21	nt	nt	-140	-1	-1	nt	-18
CCCCn1nnnc1SCC(=O)N1CCOCC1	nt	-1	5	15	nt	nt	2	nt
Cc1c(N=C2SC(CC(=O)Nc3ccccc3)C(=O)N2CCN2CCOCC2)c(=O)n(-c2ccccc2)n1C (centres undefined)	19	nt	4	0	-2	0	nt	-9
C[C@@H]1CN([C@H](C)CO)C(=O)Cc2cc(NS(=O)(=O)c3cn(C)cn3)ccc2O[C@H]1CN(C)Cc1ccc2c(c1)OCO2	10	0[16.7 µM]	-2	-21	-22	nt	-1	5
CCCC12C(=O)C(C)(C(c3ccccc3)=C1c1ccccc1)C1C(=O)N(c3ccc(C)cc3)C(=O)C12 (centres undefined)	10	nt	nt	31	-3	2	nt	17
CC(=O)Nc1ccc(C(=O)OCC(=O)Nc2ccc(S(=O)(=O)N3CCOCC3)cc2)cc1	-15	0	nt	nt	-2	0	-1	0
O=C(/C=C1\SC(=O)NC1=O)Nc1ccc(C(=O)O)cc1	-1	nt	10	9	1	4	nt	8
c1ccc(-n2c(-c3ccco3)nnc2-c2ccco2)cc1	2	-4	-5	nt	nt	nt	0	nt
COc1ccc(CCNS(=O)(=O)c2ccc3[nH]c(=O)[nH]c3c2)cc1	-7	-13	14	13	nt	0	-1	5
Cc1noc(NS(=O)(=O)c2ccc(NC(=O)c3ccccc3NS(=O)(=O)c3ccc(F)c(F)c3)cc2)c1C	-3	0	1	-12	-4	3	0	0
O=C(CSc1nc2ccccc2s1)c1cc2ccccc2o1	-40	5	-10	nt	nt	2	nt	-14
OC[C@@H]1[C@@H](c2ccccc2)C2(CN(Cc3nccs3)C2)N1CC1CCOCC1	12	nt	6	-9	3	-4	nt	4
CCC(=O)N1CCC2(CC1)CN(Cc1ccccn1)[C@H](CO)c1[nH]c3cc(OC)ccc3c12	-10	nt	3	-3	nt	-3	nt	-5
CN(c1ccccc1)S(=O)(=O)c1ccc(C(=O)N2CCN(c3ccccc3Cl)CC2)cc1	-10	-7	-1	24	5	4	0	14
Cc1ccc(C2=NCCNC2=O)c(C)c1	6	16	8	nt	3	nt	-3	nt
O=C(NCc1ccco1)c1ccccc1	7	-11	0	-3	-6	1	-1	-7
CN(C)S(=O)(=O)c1cccc(NC(=O)CN2C(=O)NC(Cc3c[nH]c4ccccc34)C2=O)c1 (centres undefined)	38	-3	1	-2	1	0	nt	-33
CNC[C@H]1OCCCC[C@@H](C)Oc2ccc(NC(=O)Nc3ccccc3)cc2C(=O)N([C@@H](C)CO)C[C@H]1C	10	-6[16.7 µM]	0	-5	nt	-1	3	-5
O=C1N=C2SCCN2/C1=C\c1ccccc1Cl	1	-3	-7	nt	nt	nt	-1	nt
CCCNC(=O)N(C)C[C@H]1[C@H](c2ccccc2)[C@@H](CO)N1C(=O)c1ccccc1	-13	8[16.7 µM]	2	-11	-1	-5	1	2
CC(C(=O)Nc1ccc(Cl)cc1)N(C)Cc1cccs1 (centres undefined)	-8	4	-18	-8	-5	-1	4	-15
Nc1c(N(Cc2ccccc2)C(=O)CCc2ccccc2)c(=O)[nH]c(=O)n1Cc1ccccc1	15	2	-6	5	-4	1	1	-2
COc1ccc2oc(C(=O)OC(C)C(=O)N3CCC(C)CC3)c(C)c2c1 (centres undefined)	-11	-6	-4	15	0	2	3	-7
CCOC(=O)C1Nc2ccc(OC(F)(F)F)cc2C2C=CCC12 (centres undefined)	13	3	4	1	-6	0	2	1
COC1=CC(=O)OC(c2cccc([N+](=O)[O-])c2)C1 (centres undefined)	-2	nt	nt	-15	-2	-2	nt	-1
C=CCOc1cccc(C(=O)/C=C2/C(=O)Nc3ccccc32)c1	5	9	nt	0	15	1	1	54*
CC(C)(C)OC(=O)N1CCCN(C(=O)Nc2ccccc2)CC1	-5	-4	-1	6	1	-2	0	-2
O=C(Nc1ccc2c(c1)OCO2)c1cnn2c1NC(c1ccco1)CC2C(F)(F)F (centres undefined)	nt	-4	-1	nt	-1	nt	2	nt

# (continued)
mol	LGR2 antag	miR122 inh	PGC1a acetyl inh	PAX8 reporter	FN deposition inh	Casp6 inh	Cneo AK release	EWS-Fli block
COc1cccc(NC(=O)CN2CCN(c3nc(-c4cccc(OC)c4)cs3)CC2)c1	nt	-1	-7	3	-8	nt	-1	nt
Cc1nc(C(F)(F)F)ccc1C(=O)N1CCC1(C)C(=O)NCc1cccs1 (centres undefined)	9	-10	nt	-23	5	1	-1	-3
COc1ccc(/C=C/C(=O)NCCn2c(C)cc3ccccc32)cc1OC	-5	-1	6	-5	-2	3	-1	-1
COc1ccccc1-c1ccc2c(c1)O[C@H](CN(C)Cc1ccc3c(c1)OCO3)[C@H](C)CN([C@@H](C)CO)S2(=O)=O	13	17[16.7 µM]	-19	88*	nt	-2	13	-31
Nc1ccn([C@@H]2O[C@H](C(=O)NCc3ccc4c(c3)OCO4)[C@@H](O)[C@H]2O)c(=O)n1	-9	3	-10	-5	-2	0	1	1
